TrxR1 inh: blocks rat thioredoxin reductase 1; O89049; recombinant rTrxR1, NADPH fluorescence consumption, selenite substrate; Potency, µM (titrated, usually from 114 µM), for inactives: top-dose activity change, negative = inhibition, actives largely listed as inhibitors; hit rate 1% among 390,000; AID 588453; further: potency means the concentration at half of the fitted maximal effect; on the % scale 0 is the no-effect control and ±100 the full control effect; nearly all actives have a fitted effect of over 65% in size
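Rat TrxR1 (90 nM in the dispensed reagent) was pre-reduced with 400 uM NADPH for 5 min at room temperature, then incubated with compound for 15 min. After 400 uM selenite was added, NADPH fluorescence (Ex 340/Em 450 nm) was followed for 8 min.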
D2 antagonist: antagonists of human D2 dopamine receptor. hit rate 2% among 340,000. P14416. inhibition, % at 10 µM. HEK293 TREx D2 cells, calcium flux, dopamine EC80. AID 485344; in the data active means inhibition above about 30%; further: 0% is about no effect
Target sequence (P14416 whole entry, looked up): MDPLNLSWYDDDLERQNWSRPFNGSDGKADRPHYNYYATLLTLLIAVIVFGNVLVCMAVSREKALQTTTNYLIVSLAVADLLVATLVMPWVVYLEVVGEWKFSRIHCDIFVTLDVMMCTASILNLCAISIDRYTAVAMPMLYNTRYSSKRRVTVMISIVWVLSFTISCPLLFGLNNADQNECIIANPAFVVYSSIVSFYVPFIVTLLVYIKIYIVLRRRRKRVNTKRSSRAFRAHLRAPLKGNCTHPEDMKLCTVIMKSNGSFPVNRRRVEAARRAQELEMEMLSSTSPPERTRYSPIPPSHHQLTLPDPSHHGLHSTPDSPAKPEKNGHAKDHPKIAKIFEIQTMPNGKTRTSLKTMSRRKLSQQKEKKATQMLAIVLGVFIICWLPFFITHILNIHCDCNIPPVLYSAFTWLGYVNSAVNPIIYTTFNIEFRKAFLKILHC
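Overnight-induced (tetracycline, 30 C) HEK293 T-REx cells carrying force-coupled D2 receive a no-wash calcium dye, then compound, then EC80 dopamine at 180 s; signals are read kinetically throughout.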
TRHR PAM: allosteric enhancers of human TRH receptor; TRHR cells, fluo-8 calcium fluorescence, EC20 TRH enhancement; enhancement, % at 2 µM; hit rate 0.66% among 360,000; AID 493056; in the data active means enhancement above about 30%; further: 0% is about no effect
Target sequence (P34981 whole entry, looked up): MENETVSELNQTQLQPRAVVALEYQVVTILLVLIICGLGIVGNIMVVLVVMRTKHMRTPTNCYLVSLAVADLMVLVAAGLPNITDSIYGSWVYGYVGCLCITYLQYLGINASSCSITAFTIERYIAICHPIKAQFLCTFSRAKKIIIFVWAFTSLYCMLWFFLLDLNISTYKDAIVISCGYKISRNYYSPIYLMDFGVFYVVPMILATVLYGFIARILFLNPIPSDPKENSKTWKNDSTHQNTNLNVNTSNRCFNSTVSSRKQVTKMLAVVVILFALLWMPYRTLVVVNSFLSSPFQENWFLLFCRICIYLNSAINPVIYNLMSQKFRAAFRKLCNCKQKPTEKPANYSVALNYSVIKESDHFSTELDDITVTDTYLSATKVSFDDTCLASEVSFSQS
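Enhancer read-out: after compound pinning and an initial kinetic agonist-mode read, an EC20 of TRH (10 nM final) was injected and fluo-8 calcium signal (Ex 480/Em 530) followed at 1 s/cycle for 100 cycles in TRHR-expressing cells.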
USP1 inh: inhibitors of human USP1/UAF1 deubiquitinase; O94782; hit rate 0.23% among 390,000; recombinant USP1/UAF1, Ub-Rhodamine cleavage fluorescence; Potency, µM (titrated, usually from 57.1 µM), for the others: at the highest dose activity change, negative = inhibition, actives largely listed as inhibitors; further: potency means the concentration at half of the fitted maximal effect; on the % scale 0 is the no-effect control and ±100 the full control effect; nearly all actives have a fitted effect of over 60% in size; inactives centre near -12
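USP1/UAF1 complex at 1 nM was preincubated with compound for 15 min at room temperature, then Ub-Rho substrate (150nM final) was added. Fluorescence (480/540 nm) was read kinetically, 6 reads every 60 seconds.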
Pin1 inh: inhibitors of human Pin1; Q13526; Pin1 FP peptide displacement, HiFluor488, 10 min; Potency, µM (highest dose often 115 µM), without a hit: at the highest dose activity, negative = inhibition, hits mostly inhibitors; hit rate 0.009% among 390,000; AID 504891; active means well fitted inhibition curve with a large enough effect in the polarisation, with a control signal flat, not every such curve was filed as active; inconclusive means small, poorly fitted or top-dose-only effect, or effect the other way, or a change in a side signal; inactive means no such curve, though single readings can be large or run the other way; the % refers to the polarisation; further: potency means the concentration at half of the fitted maximal effect; on the % scale 0 is the no-effect control and ±100 the full control effect
Target sequence (Q13526 whole entry, looked up): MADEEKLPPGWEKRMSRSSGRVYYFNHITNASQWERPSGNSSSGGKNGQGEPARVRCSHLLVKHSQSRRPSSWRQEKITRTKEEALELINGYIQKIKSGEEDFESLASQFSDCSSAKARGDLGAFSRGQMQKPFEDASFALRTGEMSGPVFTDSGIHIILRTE
D2 agonist: D2 dopamine receptor (human) agonism; HEK293 T-REx D2 cells, calcium flux agonist mode; activation, % at 2 µM; hit rate 0.53% among 340,000; AID 485358;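 active means activation over 3 SD above normal in the single-dose calcium agonist read, cut at about 30% in these data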; further: 0% is about no effect
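Agonism is scored from calcium flux in a force-coupled, inducible HEK293 cell line expressing D2, read kinetically for 180 s after compound addition against dopamine controls.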
TrxR1 substrate: substrates of rat thioredoxin reductase 1; O89049; purified TrxR1 substrate turnover, NADPH consumption readout; Potency, µM (highest dose often 114 µM), for the others: top-dose activity change, negative = substrate turnover; hit rate 0.01% among 390,000; AID 588456; further: potency means the concentration at half of the fitted maximal effect; on the % scale 0 is the no-effect control and ±100 the full control effect; nearly all actives have a fitted effect of over 50% in size
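Rat TrxR1, dispensed at 90 nM, was prereduced with 400 uM NADPH (final) for 5 min at ~22 deg C, then incubated with compound 15 min before 400 uM selenite. A first-read NADPH fluorescence drop versus no-compound background flagged substrates.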
IDH1 R132H inh: human IDH1 R132H inhibition | hit rate 0.093% among 390,000 | O75874 | Potency, µM (top dose mostly 76.6 µM), inactives show top-dose activity change, negative = inhibition, actives largely listed as inhibitors | IDH1-R132H enzyme, NADPH consumption, diaphorase/resazurin fluorescence; further: potency means the concentration at half of the fitted maximal effect; on the % scale 0 is the no-effect control and ±100 the full control effect; nearly all actives have a fitted effect of over 65% in size
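IDH1-R132H (0.5 ug/mL) preincubated 30 min with compound, then NADPH (0.016 mM) and alpha-KG (2 mM) added; 80 min at RT, pH 7.5. Remaining NADPH coupled via diaphorase/resazurin to fluorescence (540/590 nm); concentration-response curves normalized to no-enzyme control.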
TRHR ag: agonists of human TRH receptor; P34981; TRHR cells, calcium flux fluo-8, FDSS agonist mode; activation, % at 2 µM; hit rate 0.18% among 360,000; in the data active means activation above about 30%; further: 0% is about no effect
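TRHR-expressing cells loaded with fluo-8 calcium dye; 23 nL library compound pin-transferred, kinetic FDSS fluorescence (Ex 480/Em 530) recorded about 180 s for agonist-induced calcium release, before a 10 nM TRH EC20 addition for potentiator mode.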
The depositor's hits bear a star; u = inconclusive; x = not tested or not shown; & = joins results of further samples; [ ] = remark or other dose. Unless noted, the call rests on the fitted dose curve; in most records, active means well fitted inhibition curve with a large enough effect; inconclusive means small, poorly fitted or top-dose-only effect; inactive means no such curve, though single readings can be large or run the other way.

mol	TrxR1 inh	D2 antagonist	TRHR PAM	USP1 inh	Pin1 inh	D2 agonist	TrxR1 substrate	IDH1 R132H inh	TRHR ag
Cc1ccc(-c2nc3cnccn3c2Nc2c(C)cccc2C)o1	14µM*	-4	-4	u	-20%&-23%	1.5	11%&18%	2%	0.4
COc1ccc(NC(=O)c2ccc(OC(F)F)cc2)cc1Cl	u	15	-3	-3%	5%	-0.2	-17%	15%	0.2
COC(=O)c1ccc(COC(=O)CNC(=O)c2ccco2)cc1	-4%	15	-2	-3%	2%	0.9	4%	0%	0.3
COC(=O)c1nnc(-c2ccccc2)c(-c2ccccc2)n1	3%	0	6	-18%	1%	0.3	-2%	1%	0.1
COC(=O)CN1C(=O)[C@H]2[C@@H](c3ccc(C)o3)N3C(=O)CN(Cc4ccccn4)C(=O)[C@@]3(C)[C@H]2C1=O	u	-1	1	19%	-19%	0.0	-2%	4%	0.3
CCNc1nc(NC#N)nc(SCC(=O)OCC)n1	13%	7	-1	-19%	2%	0.3	8%	6%	0.3
COc1ccc(NC(=O)c2sc3nc(C)c(C(=O)Nc4ccc(C)cc4C)c(-c4ccc(Cl)cc4)c3c2N)cc1	17%	x	0	-24%	20%	1.6	-1%	-22%	0.3
Cc1cc(=O)[nH]c(SCCCOc2ccc3c(c2)CCC3)n1	12%	3	2	-19%	-1%	-0.9	-1%	0%	0.0
Cc1cc(NC(=O)C2CCCN2C(=O)Nc2c(C)cccc2C)ccc1-n1cnnn1 (stereo not given)	-8%	15	4	-13%	u	-0.1	-8%	6%	-0.2
COc1ccccc1-c1cc(C(=O)N2CCCC2)no1	14%	-11	4	1%	-8%	4.5	9%	6%	-0.8
Cc1cc(C)c(-c2csc(NC(=O)C3=COCCO3)n2)cc1C	1%	32*	3	u	5%	-0.9	-8%	13%	-0.4
CCOC(=O)N1CCN(C(=O)CSc2ccc(Cl)cc2)CC1	-8%	-11	-1	5%	4%	-0.4	-12%	-2%	-0.5
COc1ccc(NC2=C(c3ccc(OC)cc3)C(=O)c3ccccc32)cc1	-4%	x	-15	-19%	-10%	x	-1%	1%	0.8
CCC(C)[C@H]1CNCCN1CC1(c2ccccc2)CC1 (stereo not given in full)	20%[57.1 µM]	1	5	-16%	2%	-0.3	10%[57.1 µM]	0%	0.7
CN(Cc1ccc(C(C)(C)C)cc1)C(=O)C1CCN(C(=O)Nc2ccccc2)CC1	2%[57.1 µM]	13	-2	-17%	2%	-0.7	0%[57.1 µM]	2%	-0.3
Cc1ccsc1-c1nc(CN2C[C@@H](C)O[C@@H](C)C2)c(C)o1	9%[57.1 µM]	-2	1	-15%	29%	0.0	10%[57.1 µM]	1%	0.8
O=C(Cc1ccc(Br)cc1)N1CCN(c2ccccc2O)CC1	4%	-1	11	-21%	-3%	-1.0	-3%	3%	-0.7
COc1ccc2nc(C)cc(SCC(=O)O)c2c1	0%&3%	9&2	-6&-2	-13%&-12%	0%&-7%	0.2&0.4	7%&6%	6%&10%	0.4&0.0
COc1c(Br)cc(C(N)=O)cc1OCc1ccccc1	13%	23	3	-21%	-4%	-0.9	1%	10%	-2.6
O=C(/C(C=Nc1ccc(F)cc1)=C(/O)c1ccco1)C(F)(F)F	-8%	3	-6	-9%	u	0.4	-13%	2%	0.2
O=C(CCSCc1cccc(Cl)c1)NCc1ccccc1Cl	9%[57.1 µM]	x	1	-6%	u	0.7	2%[57.1 µM]	-9%	-0.8
Cc1ccccc1N1C(=O)N(c2cccc(C(F)(F)F)c2)C2CS(=O)(=O)CC21 (stereo not given)	1%	-2	-25	-11%	-4%	0.9	-2%	5%	0.4
Cc1ccc(NC(=O)[C@@H]2CCCN2S(=O)(=O)c2ccc(Cl)cc2)cc1	2%	x	x	-4%	4%	x	-7%	0%	x
Oc1ccccc1/C=N/c1c(-c2ccco2)nc2ccccn12	79µM*	x	-1	-9%	u	x	81%[activator]	7%	0.8
O=C(Nc1ccc(NC(=S)NC(=O)c2ccco2)cc1)c1ccccc1	-4%	3	15	-4%	-5%	-1.8	-1%	-5%	0.4
COc1ccc(CNC(=O)c2cccc(-c3ccc(C)c4ccccc34)n2)cc1	34%[57.1 µM]	15	-4	u	8%	-0.9	9%[57.1 µM]	-11%	-0.6
O=C(CCCOc1ccc(Cl)cc1Cl)NCCc1ccccn1	23%[57.1 µM]	26	-3	-3%	-4%	-0.5	7%[57.1 µM]	-3%	0.1
COc1ccc(C(=O)NCC(c2ccco2)N2CCCCC2)cc1S(=O)(=O)Nc1ccc(C)cc1 (stereo not given)	32%	x	x	-13%	13%	x	2%	0%	x
Cc1cccc(-c2cc(C(=O)Nc3ccncc3)c3ccccc3n2)c1	20%	x	-1	-29%	2%	x	5%	-7%	-0.1
Cn1c(=O)n(C)c2cc(NC(=O)CSc3nc4ccccc4c(=O)[nH]3)ccc21	14%[57.1 µM]	-18	-2	-12%	11%	0.8	0%[57.1 µM]	13%	-0.1
COc1ccc(C(CNC(=O)c2ccc(NS(=O)(=O)c3ccc(F)cc3)cc2)N2CCOCC2)cc1 (stereo not given)	-9%	7	-2	-6%	-3%	-0.6	-11%	-6%	0.0
COc1ccc(-c2csc(NC(=O)c3ccc(N4C(=O)CCC4=O)cc3)n2)cc1OC	37%[activator][57.1 µM]	-7	-8	-18%	5%	2.5	-7%[57.1 µM]	0%	0.5
COC(=O)c1ccccc1NC(=O)COC(=O)CSCC(=O)N1CCOCC1	-9%	-9	4	-28%	-1%	-0.3	3%	0%	-0.1
C=C(C)C(O)COc1c2occc2c(OC)c2ccc(=O)oc12 (stereo not given)	10%[57.1 µM]	x	x	-17%	2%	x	16%[57.1 µM]	3%	x
CCOc1ccc(NC(=O)C(C)O)c(NS(=O)(=O)c2ccc(CCNC(C)=O)cc2)c1 (stereo not given)	24%	-1	15	-10%	-10%	-0.2	4%	3%	0.5
COc1ccc(-c2nn(-c3ccccc3C)cc2CNC(C)c2cn(C)nc2C)cc1F (stereo not given)	27%	5	-1	-4%	8%	1.1	7%	-1%	0.7
Cn1cccc1CC(=O)N/N=C/c1ccc([N+](=O)[O-])cc1	-17%[57.1 µM]	13	3	-2%	0%	0.3	-7%[57.1 µM]	1%	0.7
COc1ccc(/C(O)=C2/C(=O)C(=O)N(CCN(C)C)C2c2ccccc2)cc1Cl (stereo not given)	-18%	14	14	-6%	-2%	0.7	-6%	7%	0.5
O=C(Cc1cccs1)Nc1ccc(-c2nnc(-c3ccco3)o2)cc1	2%	23	4	-18%	42%[activator]	1.6	12%	0%	0.0
Cc1ccc(C)c(-n2c(SCC(N)=O)nnc2-c2ccccn2)c1	8%	4	4	-15%	-5%	0.0	4%	4%	1.0
Cc1cccc(NC(=O)c2oc3ccc(S(=O)(=O)N4CCOCC4)cc3c2C)c1C	21%	-10	11	0%	24%	-2.3	27%	4%	0.2
O=C(Nc1ccc(C(=O)OCc2cc(=O)n3nc(C4CC4)sc3n2)cc1)c1cccc(Cl)c1	13%[57.1 µM]	x	-6	-9%	-2%	1.1	3%[57.1 µM]	17%	0.3
Cc1ccc(-c2c(C#N)c(N)nc3c2CCCCC3)cc1	46%[activator]	6	-11	-20%	-8%	0.0	35%[activator]	4%	0.5
CCSc1nnc(NC(=O)CN2C(=O)NC3(CCCC3)C2=O)s1	27%	-11	14	-15%	1%	-1.1	0%	-5%	1.1
C=CCNC(=O)c1ccc(N(C)S(=O)(=O)c2ccc(OC)cc2)cc1	12%	-16	-3	-8%	4%	0.8	1%	0%	-0.3
CCc1ccc(S(=O)(=O)NCCc2csc(C)n2)s1	9%[57.1 µM]	0	-4	u	-9%	-0.4	8%[57.1 µM]	-4%	0.3
O=C(COC(=O)c1ccc(Br)c(S(=O)(=O)N2CCOCC2)c1)NCC1CCCO1 (stereo not given)	-3%	4	2	-1%	6%	0.3	-5%	3%	0.4
COc1ccc(-c2csc(NC(=O)c3c(C)noc3C)n2)cc1F	8%	19	3	-23%	10%	1.0	-7%	3%	0.2
COc1ccc(Cl)cc1NC(=O)CN1C(=O)NC(C)(Cc2ccc(OC)c(OC)c2)C1=O (stereo not given)	21%	-9	6	-5%	0%	1.0	-2%	-5%	0.0
COC(=O)c1ccccc1NC(=O)CN(c1ccccc1OC)S(C)(=O)=O	2%	x	4	-6%	0%	0.3	1%	27%	0.2
CCc1ccc(N2C(=O)CS(=O)(=O)C23C(=O)N(Cc2ccccc2F)c2ccccc23)cc1 (stereo not given)	22%	x	4	u	31%[activator]	1.3	-5%	0%	0.6
CSc1ccc(CCNC(=O)CCCn2nc(C)c3sc4ccccc4c3c2=O)cc1	51%[activator]	x	0	-20%	u	1.0	35%[activator]	-8%	0.6
CC(=O)c1ccc(O)c(CSC2=NCCS2)c1	6%[57.1 µM]	7	4	-6%	4%	-0.4	-6%[57.1 µM]	6%	0.3
O=C(Nc1ccccc1Br)c1cc[n+]([O-])cc1	3%[57.1 µM]	-15	1	-18%	-1%	1.2	2%[57.1 µM]	-9%	0.6

Entries of single compounds from above.
Cn1cccc1CC(=O)N/N=C/c1ccc([N+](=O)[O-])cc1 in the list: TrxR1 inh: -17%[57.1 µM]; D2 antagonist: 13; TRHR PAM: 3; USP1 inh: -2%; Pin1 inh: 0%; D2 agonist: 0.3; TrxR1 substrate: -7%[57.1 µM]; IDH1 R132H inh: 1%; TRHR ag: 0.7
O=C(Nc1ccc(C(=O)OCc2cc(=O)n3nc(C4CC4)sc3n2)cc1)c1cccc(Cl)c1 in the list: TrxR1 inh: 13%[57.1 µM]; D2 antagonist: x; TRHR PAM: -6; USP1 inh: -9%; Pin1 inh: -2%; D2 agonist: 1.1; TrxR1 substrate: 3%[57.1 µM]; IDH1 R132H inh: 17%; TRHR ag: 0.3

Source: PubChem BioAssay (National Center for Advancing Translational Sciences (NCATS))

This is a subset; rates above refer to the full screens.
